# AI-2 QS modul = modulators of Vibrio harveyi AI-2 quorum sensing system. Vibrio harveyi JMH597 AI-2 luminescence/OD600 ratio, 9 h; active compounds read low; strain lacks LuxN and CqsS sensors; 0 = neutral-control median. activity change, % at 7.5 µM. actives 0.4% (n = 300,000); in the data active means activity change below about -75%, passing the limit was not always enough;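 further: luminescence divided by OD600 gain over 9 h not by final OD600 alone; inactives centre near 13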
# IEC-6 tox = kills IEC-6 intestinal cells in KLF5 counter-screen. IEC-6 cytotoxicity, luminescence viability. inhibition, % at 5 µM. actives 0.78% (n = 290,000); in the data active means inhibition above about 22%;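 further: 0% = plate median of test compound wells and 100% = cytotoxic reference compound wells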
# KLF5 inh = kruppel-like factor 5 inhibition. DLD-1 KLF5 promoter-luciferase reporter, luminescence. inhibition, % at 5 µM. actives 0.23% (n = 290,000). AID 1700;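 active means inhibition above a per-plate limit of that plate's mean compound inhibition plus 3 SD, cut at about 60% in these data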;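 further: 0% = DMSO wells and 100% = LY294002 at 200 µM; higher means less KLF5 promoter-driven luciferase light; inactives centre near -14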
# Platelet DG rel = platelet dense granule release activity | AID 1663 | inhibition, %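 (compounds screened at 7.5 µM in platelet-rich plasma)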 | actives 0.22% (n = 300,000) | human platelet-rich plasma, SFLLRN dense granule ATP release, luminescence;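 active means mean replicate score, as percent of positive control, at or above 50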
# HIF activator = HIF pathway transcriptional activation. U2OS HRE-luciferase reporter, luminescence; normalized: DMSO 0%, desferrioxamine 100%. activation, % at 7.5 µM (by protocol). actives 0.32% (n = 300,000). AID 1910;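 active means mean activation of at least 10% of the iron chelator positive control signal, with at least half of replicates also reaching 10%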
# aSyn 5UTR inh = 5' untranslated region of α-synuclein, MLPCN primary screen; inhibition, % (tested at 7.5 µM); AID 1813; alpha-synuclein 5'UTR reporter, inhibitor activity; actives 0.82% (n = 300,000); in the data active means inhibition above about 60%;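 further: H4 neuroglioblastoma cells stably carrying SNCA 5'UTR luciferase fusion; 0% = DMSO wells and 100% = positive control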
# HSP90 refold inh = inhibitors of HSP90 luciferase refolding in rabbit reticulocyte lysate; luciferase refolding luminescence, 3 h; inhibition, % at 5.6 µM; actives 0.91% (n = 290,000);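 active means inhibition above the screen-wide mean plus 3 SD, computed separately per campaign, cut at about 16% in these data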;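 further: 0% = DMSO wells and 100% = 60 µM geldanamycin wells; inhibitors lower the luminescence because luciferase stays unfolded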
# HSF1 inhib = HSF1 inhibition | activity change, negative = inhibition, % at 7.5 µM (by protocol) | AID 2098 | NIH3T3-HGL HSE-luciferase, MG132-induced, luminescence 8 h; active compounds read low | actives 0.77% (n = 300,000);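 active means more than half of replicate wells show activity change below -50%, luminescence cut by over half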;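 further: luciferase reports HSF-1 transcriptional activity via heat shock element; 0% = median of DMSO wells and -100% = zero luminescence signal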
# SKKanGAS inh = inhibitors of SKKanGAS S. pyogenes growth in kanamycin (SK-promoter or general growth effect); BacTiter-Glo, 6 h; AID 1662; actives 1.3% (n = 300,000); inhibition, % at 7.5 µM;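 active means mean replicate score, as percent of positive control median, at least 50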;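 further: strain carries kanamycin resistance gene driven by streptokinase promoter and grows in 40 µg/ml kanamycin; loss of luminescence reflects streptokinase promoter inhibition or plain growth inhibition; 0% = median of DMSO wells and 100% = positive control at its reference dose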
# HSF-1 act = increases HSF-1 driven luciferase reporter signal. NIH3T3-HGL HSF-1 luciferase reporter, MG132, 8 h; 100% = twice DMSO control signal. activation, % at 9 µM. actives 1.7% (n = 300,000);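 active means mean replicate activation of at least 50% with a set share of replicates each reaching 50%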;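 further: 0% = median of the neutral control wells and 100% = twice that signal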
# * hit, by the source's call; x = no result given.
molecule	AI-2 QS modul	IEC-6 tox	KLF5 inh	Platelet DG rel	HIF activator	aSyn 5UTR inh	HSP90 refold inh	HSF1 inhib	SKKanGAS inh	HSF-1 act
NC(=O)C1(N2CCCCC2)CCN(C(=S)Nc2ccccc2)CC1	15.5	4.7	-18.1	-7.3	-0.3	2.2	0.3	-8.2	-11.2	16.8
CC(=O)N1CCc2cc(S(=O)(=O)NCCC(=O)N3CCc4ccccc4C3)ccc21	13.6	4.5	0.0	-4.6	-0.3	24.5	0.0	-3.9	1.7	-6.0
CCOC(=O)C1Nc2ccc(C(F)(F)F)cc2C2C=CCC12 (stereo unspecified)	-5.8	x	x	-5.5	0.8	3.5	x	12.8	20.5	-0.4
CCOC(=O)c1sc(NC(=S)NC(=O)c2cccc(Cl)c2)c(C(=O)OCC)c1C	1.3	-12.9	-14.6	1.0	-0.5	-5.2	-2.1	-11.6	-2.1	-2.1
NC(=O)CC(NC(=O)c1ccccc1)c1ccc(NCc2ccccc2)c([N+](=O)[O-])c1 (stereo unspecified)	13.2	x	x	0.7	-0.4	10.3	x	13.7	1.5	23.8
CC(C)CC(=O)NC(=S)Nc1ccccc1C(F)(F)F	12.4	-4.1	2.3	-7.9	0.0	12.7	3.8	3.2	8.4	0.8
CCOC(=O)Cn1c(-c2ccccn2)nc2ccccc21	3.3	0.6	-22.1	-1.6	-0.3	7.5	-1.0	-5.7	1.0	-11.4
Cc1nc(NS(=O)(=O)c2ccccc2)sc1C(=O)NNS(=O)(=O)c1ccccc1	9.0	1.1	-0.8	3.5	0.0	-4.3	-1.4	6.3	2.7	-10.6
CC(=O)Nc1ccc(C(=O)N/N=C/c2ccccc2OCc2ccccc2)cc1	24.7	-1.9	-14.2	3.3	1.7	6.0	0.5	-1.3	-2.5	-4.4
COc1ccc(OC)c(NC(=O)C23CCC(C)(C(=O)O2)C3(C)C)c1 (stereo unspecified)	1.3	3.1	-21.3	26.2	-0.2	3.0	3.9	-3.1	-5.2	-3.6
CCCCNC(=O)CSc1nc2cc3c(cc2c(=O)n1CCCC(=O)NCCc1ccc(OC)c(OC)c1)OCO3	-1.4	7.2	3.0	-1.7	0.3	18.1	-0.6	0.4	-1.7	-7.5
O=C(Nc1ccc(-c2noc(-c3ccccc3F)n2)cc1)c1cccs1	7.3	0.4	-32.9	2.8	0.1	-76.7	-4.7	4.2	-6.3	20.5
N=c1ccn(CC(=O)c2ccc(-c3ccccc3)cc2)cc1	x	3.7	-3.0	0.4	-0.5	109.6*	2.8	-3.4	-0.3	-3.9
O=C(Nc1cc(S(=O)(=O)N2CCOCC2)ccc1N1CCCC1)c1ccc2c(c1)S(=O)(=O)c1ccccc1C2=O	11.5	-10.2	-13.4	18.0	-1.1	24.8	0.9	-6.8	8.8	-22.8
O=C1NC(=S)N/C1=C/c1cccc2ccccc12	29.0	9.3	-61.7	-0.7	2.6	-129.3	1.8	9.9	-11.7	4.9
COc1ccc(CCNc2nc(-c3ccc(O)cc3)cs2)cc1OC	-5.7	-0.8	-9.1	3.4	-0.3	-4.9	6.1	-7.9	12.1	2.1
COCCNC(=O)COc1ncnc2ccc(Br)cc12	21.8	4.2	4.3	-1.9	0.1	-2.2	9.3	-4.0	0.8	14.7
Cc1ccc(-c2nnc(/C=C/c3ccccc3)o2)cc1	11.1	-0.8	-70.9	4.1	3.3	-136.3	-1.9	-23.3	-5.1	-39.7
N#C[C@@H]1N(Cc2ccccc2)C(=O)[C@H]2CC3C=CC21O3 (stereo partly specified)	15.5	x	x	-0.1	-0.9	-8.2	x	3.2	-1.4	10.5
CCOc1ccccc1N1CCN(CC(=O)Nc2cc(C)on2)CC1	7.1	1.2	-21.0	-0.1	-0.1	4.9	-3.5	-4.8	2.2	3.4
Cn1c(SCC(=O)N/N=C/c2ccc([N+](=O)[O-])s2)nnc1-c1ccccc1	63.4	5.6	4.7	4.9	-0.4	-29.7	-0.5	-28.5	7.7	-25.6
Cc1cccnc1NC(=O)Nc1ccccc1	14.8	2.1	-79.3	16.6	2.3	-141.0	2.3	2.7	-5.0	-7.6
COc1ccc(N(C)C(=O)Cn2c(=O)oc3ccccc32)c(OC)c1	-3.5	-0.3	-2.9	2.8	0.3	3.8	1.3	-8.7	1.2	-2.7
Cc1cc(N)c(C)c([N+](=O)[O-])c1C	18.3	2.6	-17.0	-8.0	-0.2	-30.6	0.5	-0.8	-0.5	-4.1
COc1ccc(CCNC(=O)CC2C(=O)NCCN2CC(C)(C)C)cc1 (stereo unspecified)	18.5	-3.4	-17.4	4.9	-0.1	15.1	2.9	-2.7	4.3	-8.6
COc1cc(/C=C/C(=O)c2ccc(NS(=O)(=O)c3ccc(C)cc3)cc2)ccc1OC(F)F	26.4	0.6	-24.6	-35.4	-0.8	-46.1	-1.9	-4.9	28.1	-9.6
Cc1ccccc1NC1=NCC(c2ccc([N+](=O)[O-])cc2)S1 (stereo unspecified)	4.1	-0.8	-26.3	4.6	0.3	14.9	0.5	15.6	16.5	24.4
CC(C)NC(=O)C1CCN(C2CCN(Cc3nc4ccccc4s3)CC2)CC1	22.0	8.8	-19.1	-1.5	-0.7	1.1	-2.1	-5.7	17.5	5.4
CCCn1nc2cc(C(=O)NC3CCCc4ccccc43)ccc2c1OCC (stereo unspecified)	32.7	-0.2	2.5	-7.6	-6.7	29.0	-0.6	-5.5	9.5	14.0
CCOC(=O)c1sc2nc3c(SCCC#N)cc(C(=O)c4cc(F)ccc4O)cn3c(=O)c2c1C	31.8	1.4	3.2	-3.2	-0.1	-7.9	2.8	5.6	30.2	23.0
COC(=O)CC1NCCNC1=O (stereo unspecified)	12.8	3.8	9.1	-0.4	-0.7	3.6	0.5	-5.4	-0.8	-16.8
COc1ccc(C(=O)NC2CCCc3ccccc32)cc1OC1CCN(C(C)=O)CC1 (stereo unspecified)	-1.2	3.7	-6.7	13.0	-0.5	8.1	2.0	-1.8	-9.5	-4.0
O=c1c([N+](=O)[O-])c(N2CCCCC2)c2ccccc2n1-c1ccccc1	14.4	-1.0	-5.7	0.8	0.1	31.1	0.6	-6.4	2.0	-9.2
O=C(CSc1nnc(CNC(=O)c2ccccc2F)o1)NCc1ccco1	46.8	-3.5	-17.9	-1.2	-0.7	11.3	-4.2	-1.9	-7.6	-7.8
CCc1cccc(C)c1NC(=O)CSc1nnc(C)o1	16.0	0.7	-23.6	6.2	0.2	-18.7	-0.6	-4.9	-0.5	-12.8
CCOC(=O)C1Nc2ccc(Br)cc2C2C=CCC12 (stereo unspecified)	10.3	-7.8	-22.4	2.5	-0.4	7.9	-1.7	-2.2	5.9	-3.6
Cc1nnc(SCC(C)C)[nH]c1=O	22.9	-4.6	-8.9	3.2	0.4	-13.7	-0.3	0.4	-4.4	-1.1
O=S(=O)(c1ccc(F)cc1)c1snnc1-c1ccccc1	-4.4	3.0	19.6	-5.6	-0.5	-75.5	6.2	10.1	5.5	2.3
COc1ccc(NC(=O)C(NCC(C)C)c2ccccc2)cc1Cl (stereo unspecified)	-1.9	0.9	-1.5	-18.8	0.2	0.0	3.7	29.8	-11.7	71.2*
O=C(O)C1CCN(Cc2ccccn2)CC1	14.3	-4.2	-18.2	0.4	0.5	12.9	-4.7	7.0	4.7	1.2
CC(=O)N1CCCc2cc(S(=O)(=O)NCCC3=CCCCC3)ccc21	34.7	0.1	-23.6	13.0	-1.3	8.3	0.4	0.7	-4.0	35.4
CCc1nc(Nc2ccc(O)cc2)c2oc3ccccc3c2n1	19.4	4.1	-37.1	5.8	0.0	-11.0	4.6	0.6	24.1	18.2
O=C(N/N=C/c1ccccc1C(F)(F)F)c1ccc2nc[nH]c2c1	36.2	-0.4	-65.9	5.9	x	-46.1	0.5	6.3	-0.9	16.3
C#CC[N+](C)(C)CC#Cc1ccc(Cl)cc1	13.8	3.5	-2.3	3.7	0.6	11.0	0.0	-2.5	-4.6	-1.6
COc1cc(/C=N/NC(=O)CNC(=O)/C=C/c2ccco2)cc(OC)c1OC	38.8	2.3	-5.7	-4.6	0.0	-14.1	-1.4	-4.3	0.1	5.8
COc1cc(SC)ccc1C(=O)NCCCOC(C)C	-3.4	3.4	-19.1	10.4	0.3	-2.3	3.5	-5.7	-0.3	5.3
Cc1nc(Cl)sc1C(=O)Nc1ccc(C(C)(C)C)cc1	-61.8	-3.5	-106.1	1.7	0.2	-47.0	0.1	8.8	-5.6	27.4
C/C(=N\NC(=O)C1COc2ccccc2O1)c1ccc(N2CCOCC2)cc1 (stereo unspecified)	0.8	5.6	-42.8	2.2	1.0	-0.7	3.0	-1.0	3.2	12.4
N#Cc1cc2c(nc1SCc1ccccc1)CCCC2=O	7.1	0.8	-23.5	-3.1	0.1	20.7	-0.4	13.9	14.2	27.4
COc1ccc(NC(=O)CSc2nc3ccccc3cc2Cc2ccccc2)cc1	26.6	-1.4	7.3	2.3	0.1	16.6	1.7	6.7	5.7	15.5
Cc1nn(-c2ccccc2)c(Cl)c1C(=O)NCCN(C)C	24.6	3.7	-0.2	-3.2	0.4	5.6	3.9	0.8	-24.4	12.5
COc1ccc(C2CC(c3ccccc3)=NN2C(=O)COC(=O)c2cnc(Cl)c(Cl)c2)cc1 (stereo unspecified)	21.7	-8.3	-1.8	5.3	0.5	10.2	-3.6	10.8	8.1	4.8
COc1ccc(NC(=O)CSc2nnc(-c3cc(C)[nH]n3)n2N)cc1	-3.7	0.6	-15.4	7.0	0.2	-1.3	-5.3	-4.4	1.6	5.1
COc1cccc(N(C(=O)c2snc(C(N)=O)c2N)C(C(=O)NCC2CCCO2)c2ccc(C)o2)c1 (stereo unspecified)	15.7	1.7	-24.8	1.3	0.0	1.2	-0.4	1.5	27.6	15.1
Nc1c(Cl)cc(Cl)cc1C(=O)OCC(=O)N1CCOCC1	22.7	2.1	-7.5	-0.2	0.7	-29.0	2.5	-2.2	-7.2	30.1
O=C(CSc1nc2cc(Cl)ccc2o1)c1cccs1	-42.2	6.3	-11.0	0.8	0.3	-12.2	3.1	17.3	17.9	25.7
CCOC(=O)c1c(N)sc(C(N)=O)c1C	34.8	5.7	-11.5	-0.9	0.1	2.6	6.5	1.4	-25.9	0.7
CCc1nc(SCC(=O)Nc2ccc(Br)cn2)n[nH]1	29.9	-6.2	-21.9	-6.5	-0.4	0.1	-6.4	-3.3	2.7	-17.1
CC(C)C[C@H](NC(=O)N1CCn2c1nc1ccccc12)C(=O)NC1CCCCC1	5.8	1.2	-0.2	4.8	0.4	4.8	-1.2	0.4	-2.6	-3.7

# Records above shown as hits in HSF-1 act.
compound	AI-2 QS modul	KLF5 inh	Platelet DG rel	aSyn 5UTR inh	HSP90 refold inh	HSF1 inhib	HSF-1 act
COc1ccc(NC(=O)C(NCC(C)C)c2ccccc2)cc1Cl (stereo unspecified)	-1.9	-1.5	-18.8	0.0	3.7	29.8	71.2*

# Screens as filed in PubChem BioAssay.

# An unsorted share of the library (roughly 6% active in at least one column).
